Compound activity (PubChem)
beta cell repl = inducers of MIN6 beta-cell proliferation, primary screen, ATP luminescence, uHTS | 0.29% of 330,000 active | proliferation, % at 10 µM | MIN6 cells proliferation, ATPlite luminescence, 48 h; cells starved in 0.2% serum; 100% = growth in 10% serum;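 active means compounds whose signal lies at least 3.5 SD above the mean of all wells on their plate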;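 further: 0% = DMSO-treated cells in low-serum medium and 100% = 10% serum control; some compounds called inactive have numbers as strong as hits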
HKDC1 inh = HKDC1 hexokinase inhibitors, primary screen, biochemical, fluorescence, uHTS. 0.16% of 340,000 active. Q2TB90. recombinant HKDC1, G6PDH/diaphorase resazurin coupled fluorescence. AID 493160, 2011. inhibition, % at 20 µM;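 active means inhibition above about 35% when tested at 20 µM, limit read from the data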;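 further: plate controls were DMSO wells with enzyme for no effect and DMSO wells lacking enzyme for full effect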
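Test system: recombinant HKDC1 (HK5) hexokinase enzyme, produced in-house; Amount: enzyme 5 µg/mL final; Buffer or medium: Tris pH 8.0 buffer with MgCl2, Tween-20, BSA, BME; Reagent: glucose and ATP substrates; Doses: 20 µM test compound, 1% DMSO; Incubation: 90 min reaction incubation at room temperature, dark; Detection: resorufin fluorescence at 613 nm.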
PfGluPho inh = PfG6PD enzyme inhibitors, primary screen, biochemical, fluorescence intensity, uHTS; glucose-6-phosphate dehydrogenase-6-phosphogluconolactonase (Plasmodium falciparum 3D7); PfGluPho enzyme, NADPH resazurin-diaphorase fluorescence; inhibition, % at 20 µM; 0.78% of 350,000 active; AID 504690, 2011;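 active means inhibition reaching at least a set limit at 20 µM in the primary screen, cut at about 59% in these data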;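 further: 0% = DMSO wells with substrate and 100% = DMSO wells lacking glucose-6-phosphate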
UBC13 polyUb = UBC13 polyubiquitin chain formation inhibitors, primary screen, biochemical, TR-FRET, uHTS; Ubiquitin-conjugating enzyme E2 N (Homo sapiens), P61088; inhibition, % at 20 µM; 0.47% of 330,000 active; AID 485273, 2010; in the data active means inhibition above about 45%, passing the limit was not always enough
Target sequence (P61088 whole entry, looked up): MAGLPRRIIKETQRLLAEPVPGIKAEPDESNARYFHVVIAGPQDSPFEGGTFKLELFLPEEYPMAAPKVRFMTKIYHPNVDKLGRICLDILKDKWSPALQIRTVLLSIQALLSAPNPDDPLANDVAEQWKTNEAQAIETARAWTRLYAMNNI
SENP6 block = SENP6 protease inhibitors, primary screen, biochemical, luminescence, uHTS. Sentrin-specific protease 6 (Homo sapiens), Q9GZR1. Recombinant SENP6 catalytic domain, aminoluciferin luminescence. inhibition, % at 10 µM. 1.8% of 330,000 active;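 active means inhibition above about 50% at the single tested dose, limit read from the data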;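 further: plate controls were DMSO wells with enzyme for no effect and DMSO wells lacking enzyme for full effect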
Target sequence (Q9GZR1 628-1112 limits assumed): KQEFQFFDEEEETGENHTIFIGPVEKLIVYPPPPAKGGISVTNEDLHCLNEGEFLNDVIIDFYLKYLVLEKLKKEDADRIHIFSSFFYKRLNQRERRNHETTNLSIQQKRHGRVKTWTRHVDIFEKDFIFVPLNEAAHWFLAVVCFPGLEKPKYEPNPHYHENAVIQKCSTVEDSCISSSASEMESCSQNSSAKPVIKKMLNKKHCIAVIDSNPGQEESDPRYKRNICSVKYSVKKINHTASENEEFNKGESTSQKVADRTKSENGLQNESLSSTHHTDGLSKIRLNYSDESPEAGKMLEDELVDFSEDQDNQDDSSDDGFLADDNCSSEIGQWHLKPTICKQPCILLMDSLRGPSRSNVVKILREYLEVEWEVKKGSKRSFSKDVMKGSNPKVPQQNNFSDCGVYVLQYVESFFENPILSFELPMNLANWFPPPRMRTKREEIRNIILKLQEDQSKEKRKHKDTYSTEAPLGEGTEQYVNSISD
SENP7 inh = SENP7 protease inhibitors, primary screen, biochemical, luminescence, uHTS; AID 434973, 2010; Sentrin-specific protease 7 (Homo sapiens), Q9BQF6; inhibition, % at 5 µM; 1.5% of 330,000 active; recombinant SENP7, Z-RLRGG-aminoluciferin luminescence, 40 min;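 active means inhibition above about 50% at the single test dose, limit read from the data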;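 further: plate controls were DMSO with enzyme for no effect and no enzyme buffer wells for full effect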
Target sequence (Q9BQF6 706-1050 limits assumed): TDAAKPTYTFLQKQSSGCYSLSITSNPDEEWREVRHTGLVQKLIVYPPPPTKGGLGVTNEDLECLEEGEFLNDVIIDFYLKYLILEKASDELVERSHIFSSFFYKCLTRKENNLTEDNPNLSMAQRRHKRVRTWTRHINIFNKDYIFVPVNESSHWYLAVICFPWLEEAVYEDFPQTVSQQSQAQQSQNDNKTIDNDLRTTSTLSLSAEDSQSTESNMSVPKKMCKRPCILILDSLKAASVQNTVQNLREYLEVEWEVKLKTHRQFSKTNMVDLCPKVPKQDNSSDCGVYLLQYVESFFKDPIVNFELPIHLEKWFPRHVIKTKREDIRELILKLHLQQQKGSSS
SENP8 block-1 = SENP8 protease inhibitors, primary screen, biochemical, luminescence | purified SENP8, Z-RLRGG-aminoluciferin cleavage | Sentrin-specific protease 8 (Homo sapiens), Q96LD8 | inhibition, % at 10 µM | AID 2540, 2010 | 1.2% of 330,000 active; in the data active means inhibition above about 50%
SENP8 block-2 = human SENP8 protease inhibitors, primary screen, biochemical, fluorescence, Nedd8 protein substrate, uHTS; inhibition, % at 20 µM; AID 602440, 2012; 0.64% of 360,000 active; recombinant SENP8; in the data active means inhibition mostly above about 40%, no sharp cut-off; inactive means mostly below about 27%
SENP1 FRET inh = human SENP1 catalytic domain inhibitors, primary screen, biochemical, FRET, uHTS; recombinant SENP1 catalytic domain, CyPet-SUMO1-YPet FRET cleavage; inhibition, % at 10 µM; 0.21% of 360,000 active; AID 624204, 2012;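 active means inhibition at least 30% at 10 µM, raw YFP signal under a set limit, fluorescence ratio 0.5 to 1.5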;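 further: 0% = enzyme with DMSO and 100% = no enzyme wells; some results filed as inactive read as strong as hits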
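Controls: no-enzyme wells low, DMSO-plus-enzyme wells high control. Test system: human recombinant His6-tagged SENP1 catalytic domain enzyme. Reagent: SFCypet-SUMO1-SFYpet FRET protein substrate, 25 nM final. Doses: one dose per compound, 10 µM, 0.5% DMSO. Detection: FRET, CFP and YFP emission. Timing: 50 min reaction at room temperature.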
Active calls of the source: *; / = no result given.

SMILES	beta cell repl	HKDC1 inh	PfGluPho inh	UBC13 polyUb	SENP6 block	SENP7 inh	SENP8 block-1	SENP8 block-2	SENP1 FRET inh
COc1cc(Cl)c(C)cc1NC(=O)CN(C)C1CCS(=O)(=O)C1 (stereo not drawn)	-1.5	-2.4	-1.8	4.3	0.3	2.3	-1.6	13.0	-1.4
O=C(O)c1ccc(-n2cccn2)nc1	2.6	-8.5	-6.2	3.7	4.2	-4.2	-7.5	7.6	0.7
C=CCn1c(-c2ccc(OC)c(OC)c2)n[nH]c1=S	-1.8	-3.8	21.1	1.1	8.5	4.3	0.4	-7.3	1.6
COc1ccc(CCN(C)CCc2ccc(OC)c(OC)c2)cc1OC	-1.5	-6.4	-10.3	3.3	3.6	1.4	7.4	-3.4	2.3
COc1ccc(S(=O)(=O)c2c(C)c(NS(=O)(=O)c3ccccc3)cc(C)c2O)cc1	0.7	4.9	-16.5	-5.7	8.2	4.1	-0.4	18.5	1.7
COC(=O)[C@]1(CC(C)C)N[C@H](c2ccc(-c3ccc(C(C)=O)cc3)cc2)[C@@H]2C(=O)N(C)C(=O)[C@@H]21	-1.2	-7.3	14.6	-9.0	-4.9	7.6	-1.6	12.2	2.9
CC(NC(=O)C1=CC=CN2CCS(=O)(=O)N=C12)c1ccc(Cl)c(Cl)c1 (stereo not drawn)	0.8	7.6	0.4	14.6	0.0	2.0	5.1	-479.5	-1.6
CC(C)NC(=O)c1cc2ccccc2o1	-2.4	-4.5	1.7	0.8	-0.9	6.7	6.9	10.6	-1.5
Cc1nn(C(C)C)c(C)c1CN1CCN(Cc2ccsc2)C(CCO)C1 (stereo not drawn)	-1.6	-11.7	-11.0	8.8	1.4	4.6	1.6	10.5	-0.8
CCOC(=O)CSc1nc(C2CC2)nc2ccccc12	0.8	-4.0	-5.3	-4.2	-7.9	14.4	4.7	17.5	2.4
COC(=O)c1ccccc1NC(=O)c1cc2n(n1)C(C(F)F)CC(C(F)F)N2 (stereo not drawn)	0.3	2.2	-18.3	-15.7	-4.4	-0.8	3.8	12.9	-0.5
CC(=O)N1CCN(S(=O)(=O)c2ccc(S(=O)(=O)NC3CCCCC3)cc2)CC1	-2.2	-6.0	9.5	0.3	3.6	-6.9	3.5	0.5	0.7
Cc1ccccc1NS(=O)(=O)c1cc(C(=O)NCc2ccco2)ccc1C	-1.4	11.6	-6.0	5.2	-31.7	2.9	3.5	8.2	-0.4
O=C(O)c1cc(=O)c2ccccc2[nH]1	-3.0	-0.5	-2.9	-4.7	0.8	-2.7	-0.9	30.2	9.2
Cc1cccn2c(=O)c3cc(C(=O)NC4CCCC4)c(=N)n(Cc4ccc(F)cc4)c3nc12	-7.1	1.7	63.5*	14.2	-4.4	0.8	0.6	-326.0	-22.5
CC1CC(C)CN(CCCNC(=O)c2ccc(CS(=O)(=O)Cc3cccc(Cl)c3)o2)C1 (stereo not drawn)	4.0	-4.7	-13.9	6.5	0.6	2.2	15.9	10.7	2.3
Cc1cccc(/C(N)=N/OC(=O)Cc2ccccc2)c1	-2.9	-7.7	-7.0	5.6	7.9	-13.2	-12.3	2.2	0.5
O=[N+]([O-])c1ccc(-c2cn3nc(-c4ccccc4)c(-c4ccccc4)nc3n2)cc1	0.2	-2.4	18.9	5.5	-7.6	1.4	-2.8	-442.4	-38.5
CCN(CCO)C(=S)Nc1cc(C(=O)OC)ccc1C(=O)OC	0.0	-0.5	1.5	11.7	11.8	-3.3	9.0	-299.2	-49.2
C/C(=N\S(=O)(=O)c1ccc(C)cc1)N1CCN(S(=O)(=O)c2ccccc2)C1C(C)C (stereo not drawn)	-3.5	3.2	6.0	-6.8	-4.1	13.1	-2.3	-0.2	-0.1
O=C(COC(=O)c1ccccc1)Nc1cc(Cl)ccc1Oc1ccccc1	-2.6	-7.8	-6.5	-1.8	11.9	4.6	4.5	21.0	0.8
Cc1ccc(CCNC(=O)CN(c2cc(C)cc(C)c2)S(=O)(=O)c2c(C)noc2C)cc1	-2.2	-1.8	1.7	-2.7	-12.4	12.5	0.2	7.0	2.5
CCN1CCN(Cc2c(O)ccc3c2O/C(=C\c2ccc(C)cc2)C3=O)CC1	-2.3	2.6	-3.7	-23.0	10.6	0.0	-5.8	-336.1	-23.4
CSCCC(NS(=O)(=O)c1ccc2c(c1)OCCO2)C(=O)N(C)Cc1ccc(C)cc1 (stereo not drawn)	-2.1	-1.4	10.8	-0.3	-2.8	1.8	1.5	-5.6	-7.8
Cc1cc(C(F)(F)F)n2nc(C(=O)O)c(Cl)c2n1	1.7	-3.6	6.7	-1.3	-11.4	-5.1	-1.8	20.3	1.3
CCOc1ccc(C(=O)Nc2cc(Cl)ccc2-n2cncn2)cc1OC	-1.9	-3.7	15.6	9.0	-4.9	-10.2	-4.4	-20.8	-5.4
S=C(NCc1ccco1)Nc1cccc(Cl)c1	-4.0	1.5	3.3	-4.2	21.0	14.2	5.1	6.6	0.8
COC(=O)COc1ccc2cc(-c3ccc(OC)cc3)c(=O)oc2c1	-2.5	-5.5	8.6	23.1	7.0	4.5	2.2	-325.0	-97.4
Nc1nonc1-n1nnc(C(=O)N/N=C/c2cccc(Cl)c2)c1CN1CCCCCC1	-3.0	-1.3	-13.6	-6.8	-6.3	4.7	6.9	-4.2	-1.2
COCCCNCCCCOc1ccc(OCc2ccccc2)cc1	-2.2	2.9	-6.9	8.9	6.0	-0.2	-1.3	14.6	0.8
N#Cc1sc2nc(-c3cccs3)cc(-c3ccccc3)c2c1N	-0.8	18.5	13.9	14.0	-24.4	-1.6	4.4	-257.2	-18.4
Cc1ccc(S(=O)(=O)N(Cc2cccc(Cl)c2)C(=O)N2CCN(C)CC2)cc1	-2.9	-3.7	-3.9	0.9	-18.0	-9.4	-3.5	1.2	2.8
CC(C)OCC(O)CN1CCN(C(c2ccccc2)c2ccccc2)CC1 (stereo not drawn)	-1.4	-0.1	0.8	-3.1	-7.9	5.9	-1.3	14.9	0.6
COc1ccc(NC(=O)C2CCN(C(=O)NC3CCCCC3)CC2)c(OC)c1	-0.8	0.6	11.1	3.9	9.9	5.9	3.7	21.9	1.4
COc1ccc2c(c1)CC(=O)NC=C2	-2.4	4.2	-5.0	-4.4	-6.4	-6.6	-9.3	-6.2	-1.3
COc1cc(NC(=O)CN(c2cc(C)cc(C)c2)S(=O)(=O)c2c(C)noc2C)cc(OC)c1	-4.7	-3.7	7.2	10.2	11.4	2.6	-0.6	6.2	-2.6
Cc1cc(=O)[nH]c(SCC(=O)Nc2ccc(Br)cn2)n1	-0.2	-15.8	2.0	-4.9	-5.9	-9.0	-10.0	3.2	2.0
Cc1cccn2c(=O)c3cc(C(=O)NC(C)C)c(=N)n(Cc4ccncc4)c3nc12	-0.9	0.1	73.4*	8.6	-16.4	4.4	6.1	-416.2	11.1
CCOC(=O)CN1CC23C=CC(O2)C(C(=O)Nc2ccc(C(C)=O)cc2)C3C1=O (stereo not drawn)	-0.4	-3.1	6.8	-0.1	-16.6	-0.1	6.1	12.0	2.6
Cn1c(=O)n(CC(N)=O)c(=O)c2c1nc(Br)n2Cc1ccccc1	2.2	-6.0	8.7	-6.6	-1.7	1.6	-7.0	6.7	-1.6
COc1cc(C(=O)N2CCc3ccccc32)ccc1OCc1c(C)noc1C	-0.8	11.8	-4.9	13.3	8.8	3.3	2.5	-1.5	0.7
O=C(CSc1nc2[nH]ncc2c(=O)[nH]1)Nc1ccc(Cl)cc1	1.4	-2.8	-16.9	-3.7	11.1	5.8	7.6	12.5	3.4
O=[N+]([O-])c1ccc(Oc2ccc(S(=O)(=O)N3CCOCC3)cc2)cc1	-1.5	2.8	-13.8	3.4	8.4	2.2	7.3	10.1	0.6
COc1cccc2c1C1(O)C2CCCCCCCCCC12OCCCO2 (stereo not drawn)	/	-3.9	14.8	/	/	/	/	18.0	3.5
COC(=O)C1CCN(C(=O)c2cc(=O)[nH]c3ccccc23)CC1	-1.0	-1.8	-24.3	4.4	4.1	3.5	0.9	-105.0	0.9
COc1cccc(-c2ccc3ncnc(N(C)Cc4ccco4)c3c2)c1	-5.8	-4.3	-0.5	19.0	0.1	9.9	4.8	-56.8	-3.5
CCOC(=O)Oc1ccc2c(=O)c(Oc3cccc(C)c3)coc2c1	0.5	-1.7	-2.3	9.5	-13.6	-1.8	12.1	-56.2	-0.3
Cc1ccc(C)c(Cn2ncc3ccccc32)c1	-1.1	7.0	-11.7	5.4	-9.6	2.8	4.5	17.7	-0.6
Cc1ccc2[nH]c(C)c(CCNC(=O)C3CCCCC3C(=O)OCC(F)(F)F)c2c1 (stereo not drawn)	-1.6	9.2	7.9	8.5	8.0	-1.7	-1.8	2.7	-10.9
Cn1cc(Cl)c(C(=O)N/N=C/c2ccc3c4c(cccc24)CC3)n1	-3.4	-4.6	-8.9	3.2	39.6	52.9*	32.5	-380.5	-1.0

Profiles from above. Screens in order: beta cell repl, HKDC1 inh, PfGluPho inh, UBC13 polyUb, SENP6 block, SENP7 inh, SENP8 block-1, SENP8 block-2, SENP1 FRET inh
Shown for `O=[N+]([O-])c1ccc(Oc2ccc(S(=O)(=O)N3CCOCC3)cc2)cc1` → -1.5, 2.8, -13.8, 3.4, 8.4, 2.2, 7.3, 10.1, 0.6
Shown for `CCOC(=O)Oc1ccc2c(=O)c(Oc3cccc(C)c3)coc2c1` → 0.5, -1.7, -2.3, 9.5, -13.6, -1.8, 12.1, -56.2, -0.3
Shown for `Cn1cc(Cl)c(C(=O)N/N=C/c2ccc3c4c(cccc24)CC3)n1` → -3.4, -4.6, -8.9, 3.2, 39.6, 52.9*, 32.5, -380.5, -1.0
Shown for `Cc1ccc2[nH]c(C)c(CCNC(=O)C3CCCCC3C(=O)OCC(F)(F)F)c2c1` (stereo not drawn) → -1.6, 9.2, 7.9, 8.5, 8.0, -1.7, -1.8, 2.7, -10.9
Shown for `COc1cccc2c1C1(O)C2CCCCCCCCCC12OCCCO2` (stereo not drawn) → /, -3.9, 14.8, /, /, /, /, 18.0, 3.5

(next part)
SMILES	beta cell repl	HKDC1 inh	PfGluPho inh	UBC13 polyUb	SENP6 block	SENP7 inh	SENP8 block-1	SENP8 block-2	SENP1 FRET inh
COc1ccc(CCNC(=O)CS(=O)(=O)c2cn(CC(=O)N(C(C)C)C(C)C)c3ccccc23)cc1OC	-2.2	14.2	-3.3	7.5	12.5	2.7	5.5	-2.4	-0.2
CCC(C)NC(=O)CNS(=O)(=O)c1ccc(C)cc1 (stereo not drawn)	3.4	-5.0	9.9	-0.8	-5.0	7.6	-10.8	12.1	0.0
CC(=O)Nc1cccc(C(=O)/C=C/c2ccc[nH]2)c1	-1.4	-0.8	21.0	-10.2	-6.1	5.4	-5.7	-172.7	-34.4
COCCn1c(C)cc(C2=NNC(=Nc3ccc(OC)cc3)SC2)c1C	-2.9	-20.6	28.9	-8.2	-14.5	-1.7	-3.0	-1.4	-3.8
O=C(C1CC1)N1CCN(c2ccc(O)cc2)CC1	0.0	0.1	41.4	-3.6	-15.0	-6.7	-3.9	19.3	3.7

The order is random. About 4% of those tested had a hit in this group.
